# EBNA-1 inh: EBNA-1 DNA-binding inhibitors, primary screen, biochemical, fluorescence polarization; hit rate 0.34% among 300,000; inhibition, % at 14.8 µM; AID 1950, 2009; in the data active = inhibition above about 28%
# GASC-1 inh: inhibitors of GASC-1 histone demethylase, primary screen, biochemical, fluorescence, DELFIA europium; Lysine-specific demethylase 4C (Homo sapiens), Q9H3R0; GST-JMJD2C(1-420) H3K9me3 demethylation; inhibition, % at 2.35 µM; hit rate 0.069% among 330,000;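 active = more than half of a compound's replicate wells show inhibition beyond 50%, single wells judged on their own value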;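 also: signal counts dimethyl H3K9 product captured on neutravidin plate; 0% = median of DMSO wells and 100% = 0.3 times that DMSO median; strong numbers were not always called active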
# Target sequence (Q9H3R0 1-420 limits assumed): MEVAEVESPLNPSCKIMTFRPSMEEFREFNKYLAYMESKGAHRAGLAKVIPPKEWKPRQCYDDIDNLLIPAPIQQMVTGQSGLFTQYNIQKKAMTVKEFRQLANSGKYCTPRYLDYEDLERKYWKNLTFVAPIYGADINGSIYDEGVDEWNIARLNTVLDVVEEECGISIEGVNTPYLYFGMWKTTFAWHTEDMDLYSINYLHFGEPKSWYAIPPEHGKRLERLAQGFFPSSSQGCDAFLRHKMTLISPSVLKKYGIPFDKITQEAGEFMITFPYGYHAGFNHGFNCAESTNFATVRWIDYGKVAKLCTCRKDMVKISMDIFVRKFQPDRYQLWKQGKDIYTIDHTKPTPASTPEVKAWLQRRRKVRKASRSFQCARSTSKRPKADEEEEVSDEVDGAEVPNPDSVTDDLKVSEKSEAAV
# PP1 counter: PP1-alpha phosphatase inhibitors, primary screen, counter-screen for PP5 inhibitor project, biochemical, fluorescence, OMFP substrate, single point | purified PP1alpha | inhibition, % at 6.7 µM | hit rate 0.9% among 320,000;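 active = inhibition above the mean inhibition of all tested compounds plus 3 SD, computed separately for each screening campaign, cut at about 15% in these data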
# Target sequence (P62136 whole entry, looked up): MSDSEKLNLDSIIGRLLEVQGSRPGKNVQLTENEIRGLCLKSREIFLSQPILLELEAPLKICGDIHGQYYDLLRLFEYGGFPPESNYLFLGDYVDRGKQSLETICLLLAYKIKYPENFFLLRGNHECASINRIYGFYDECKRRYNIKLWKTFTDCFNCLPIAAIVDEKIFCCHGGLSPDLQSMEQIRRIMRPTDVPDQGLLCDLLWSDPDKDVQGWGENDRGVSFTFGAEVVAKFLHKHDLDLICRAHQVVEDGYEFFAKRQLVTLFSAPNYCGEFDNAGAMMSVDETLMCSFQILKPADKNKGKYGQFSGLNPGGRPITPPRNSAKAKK
# Fh CTSL1 inh: Fasciola hepatica cathepsin L1 inhibitors, primary screen, counter-screen for PFM18AAP inhibitor project, biochemical, QFRET, fluorogenic peptide substrate; inhibition, % at 5.96 µM; AID 1906, 2009; hit rate 0.49% among 300,000; recombinant F. hepatica cathepsin L1, Z-Leu-Arg-MCA fluorescence;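 active = inhibition above the mean of all tested compounds plus 3 SD, set per screening campaign, cut at about 17% in these data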;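 also: 0% = plate median of test compound wells and 100% = 1 µM Z-Phe-Ala-diazomethylketone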
# ZTA counter: ZTA (EBV) inhibition in EBNA-1 counter-screen | P03206 | ZTA-DNA binding, fluorescence polarization | inhibition, % at 11 µM | hit rate 0.15% among 320,000 | AID 2234; in the data active = inhibition above about 33%
# Target sequence (P03206 whole entry, looked up): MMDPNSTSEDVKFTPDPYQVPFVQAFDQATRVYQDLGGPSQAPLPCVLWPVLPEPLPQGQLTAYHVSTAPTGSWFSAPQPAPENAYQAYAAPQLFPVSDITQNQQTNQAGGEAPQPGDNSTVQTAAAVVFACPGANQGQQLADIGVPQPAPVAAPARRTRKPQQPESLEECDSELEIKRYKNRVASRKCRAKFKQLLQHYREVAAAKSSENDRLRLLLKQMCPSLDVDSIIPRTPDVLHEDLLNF
# HCV core dimer: inhibitors of HCV core protein dimerization, primary screen, biochemical, TR-FRET, high-throughput. TR-FRET GST/Flag-core106 dimerization, 1536-well. inhibition, % at 5 µM. hit rate 0.33% among 300,000. AID 1899, 2009;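 active = inhibition above the mean of all tested compounds plus 3 SD, set per screening campaign, cut at about 45% in these data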
#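 test system = GST/Flag-tagged HCV core106 proteins | probe or stimulus = Eu donor and XL665 acceptor anti-tag antibodies | times = compound-protein-antibody incubation 4 h at 22.5 °C | signal = TR-FRET, excitation 340 nm, emission 617 and 671 nm | measure = percent inhibition of core106 dimerization signal | controls = wells lacking GST-core106 and wells with excess unlabelled core106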
# Yeast superoxide: reduction of superoxide in aged yeast, primary screen, HTS | S. cerevisiae aged cells, superoxide DHE fluorescence; hits give low values | superoxide response (% of plate mean), % at 10 µM | hit rate 0.18% among 330,000;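 active = superoxide response under a set limit, about three screen SD below normal, cut at about 65% in these data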;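 also: yeast aged for seven days with compound at 30 °C before DHE staining; 100% = average MFI of all compound-treated wells on the plate with controls excluded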
# TPT1 inh: Candida albicans TPT1 enzyme inhibitors, primary screen, biochemical, fluorescence polarization. hit rate 0.81% among 300,000. recombinant caTPT1, FP RNA substrate dephosphorylation. AID 1962, 2009. tRNA 2'-phosphotransferase TPT1 (Candida albicans SC5314). inhibition, % at 5 µM;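 active = inhibition above the mean of all tested compounds plus 3 SD, set per screening campaign, cut at about 24% in these data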;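 also: plate controls were DMSO alone for no effect and ferristatin control at 100 nM for full effect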
# PP5 inh: PP5 phosphatase inhibitors, primary screen, biochemical, fluorescence. hit rate 0.18% among 320,000. purified PP5c, OMFP substrate fluorescence. inhibition, % at 6.7 µM. Serine/threonine-protein phosphatase 5 (Homo sapiens), P53041. AID 1987, 2009;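 active = inhibition above the campaign's mean inhibition across all tested compounds plus 3 SD, cut at about 9.5% in these data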;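 also: 0% = DMSO only and 100% = 100 µM cantharidin control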
# * hit, by the source's call; i = inactive; x = no result given; & = joins results of further samples.
SMILES,EBNA-1 inh,GASC-1 inh,PP1 counter,Fh CTSL1 inh,ZTA counter,HCV core dimer,Yeast superoxide,TPT1 inh,PP5 inh
Cc1nn(C(C)C(=O)NCc2ccc(Cl)cc2)c(=O)c2cc3occc3n12 (configuration not stated),-5.8,-5.0,5.9,-0.1,0.0,-11.5,99.9,5.7,1.4
COc1cc2c(cc1OC)CN(C(=O)c1ccc(OC)c([N+](=O)[O-])c1)CC2,-4.5,15.7,-2.5,-0.5,-9.0,-7.8,84.4,-7.8,-0.2
O=C(NCC1CCOCC1)C1CCC(=O)N(Cc2cccc(C(F)(F)F)c2)C1 (configuration not stated),-3.1,-1.0,-3.5,1.6,-6.4,-2.1,93.3,1.9,-0.6
CCOC(=O)c1c(S(=O)(=O)NCC(=O)Nc2cccc(C)c2C)c(C)n(C)c1C,-13.4,40.0,6.2,6.0,-6.5,-5.3,108.0,-6.9,-1.7
CCC(=O)N1CCc2cc(S(=O)(=O)N3CCN(c4ccccn4)CC3)ccc21,6.5,28.3,-1.8,2.1,23.7,6.5,102.0,-0.6,-3.3
COc1ccc(NC(=O)CSc2nc(-c3ccncc3)nn2CC(=O)N2CCCC2)cc1,3.3,30.8&-7.9,0.2,0.6,-3.9,-2.8,95.1,-0.7,-1.5
C=CCNC(=O)C1(c2ccccc2)CC1(Cl)Cl (configuration not stated),6.3,2.4,-3.4,2.4,3.4,8.7,100.7,1.5,0.4
CCOCCOc1cccc(C(=O)NC(C)c2ccc3ccccc3c2)c1 (configuration not stated),-1.6,1.3,-2.2,0.5,-5.1,14.5,104.2,-0.3,1.0
CN(CC(=O)Nc1ccccc1Br)C(=O)COc1ccc2ccccc2c1,x,-3.9,-1.6,x,21.0,x,84.0,x,2.5
CC(=O)Nc1cccc(-c2nn[nH]n2)c1,1.7,-5.7,1.5,-3.7,4.5,-2.4,106.8,0.8,-0.8
CC(C)(C)c1ccccc1NC(=O)COC(=O)CN1C(=O)NC2(CCCC2)C1=O,5.5,-2.5,-0.9,-3.3,16.1,1.3,102.5,3.0,-0.9
Cc1nccc(-c2cc(-c3ccc(Cl)cc3Cl)no2)n1,0.8,-22.0,3.8,6.4,-0.3,-2.1,103.9,0.4,-0.1
O=C(NCCCN1CCOCC1)c1ccc(Sc2cccc(Cl)c2)c([N+](=O)[O-])c1,5.4,-2.7,1.5,0.2,-9.2,-5.0,101.7,-0.6,3.1
COc1ccc2oc(C(=O)OCC(=O)N3CC(C)OC(C)C3)c(C)c2c1 (configuration not stated),-1.8,10.4,-4.9,-6.5,3.2,12.4,105.4,-1.0,2.5
CC(=O)OCC(=O)C1(O)CCC2C3CCC4=CC(=O)C=CC4(C)C3C(O)CC21C (configuration not stated),-4.8,-9.2,-4.2,-5.0,-1.3,1.6,99.2,1.2,-0.5
C=CCn1c(C)cc(-c2csc(NC(=O)CCc3nc4ccccc4c(=O)[nH]3)n2)c1C,14.8,6.0,12.0,-0.5,13.9,19.8,103.2,4.4,-0.5
O=C(CSc1nnc(-c2cccnc2)o1)Nc1nccs1,-8.1,-1.7,2.1,-2.2,5.3,-0.6,114.8,1.7,-1.6
Cc1c(Cl)cccc1NC(=O)CCCn1cnc([N+](=O)[O-])n1,-7.6,-29.1,-5.6,1.6,21.8,2.7,112.5,1.4,3.1
CCOc1ccc(C(=O)N(CC)CC(=O)Nc2ccc3c(c2)OCCO3)cc1,x,2.1,-3.8,x,-6.6,x,100.6,x,2.0
COc1ccc(C(CNC(=O)c2ccc(S(=O)(=O)Nc3ccccc3C)cc2)N2CCOCC2)cc1 (configuration not stated),3.0,-7.6,-1.9,-2.9,14.9,0.2,89.0,0.0,-0.7
COC(=O)CN1C(=O)N/C(=C/c2cc(Cl)c(OC)c(OC)c2)C1=O,-3.0,-8.3,-0.9,-0.6,-3.4,-1.6,106.5,0.9,2.3
COc1ccc(N2CCN(c3nc(=S)n(-c4ccccc4)c(C)c3C(C)=O)CC2)cc1,3.7,-2.5,-2.6,-2.4,-9.2,-5.5,84.8,3.1,1.6
CC(=O)Nc1ccc(NC(=O)Nc2ccc3c(c2)N(C)C(=O)CS3)cc1,2.1,8.6,-3.8,-0.5,3.4,12.3,101.3,4.9,1.5
CCOCCCNC(=O)c1c[nH]c2ccc(C)cc2c1=O,-3.4,30.4,-7.6,-0.6,5.5,5.3,112.4,0.2,-1.7

# By substructure: those above with an NH in an aromatic ring
SMILES,EBNA-1 inh,GASC-1 inh,PP1 counter,Fh CTSL1 inh,ZTA counter,HCV core dimer,Yeast superoxide,TPT1 inh,PP5 inh
CC(=O)Nc1cccc(-c2nn[nH]n2)c1,1.7,-5.7,1.5,-3.7,4.5,-2.4,106.8,0.8,-0.8
C=CCn1c(C)cc(-c2csc(NC(=O)CCc3nc4ccccc4c(=O)[nH]3)n2)c1C,14.8,6.0,12.0,-0.5,13.9,19.8,103.2,4.4,-0.5
CCOCCCNC(=O)c1c[nH]c2ccc(C)cc2c1=O,-3.4,30.4,-7.6,-0.6,5.5,5.3,112.4,0.2,-1.7

# Next section.
SMILES,EBNA-1 inh,GASC-1 inh,PP1 counter,Fh CTSL1 inh,ZTA counter,HCV core dimer,Yeast superoxide,TPT1 inh,PP5 inh
COc1ccc2oc(=O)c(-c3cn4ccc(C)cc4n3)cc2c1,6.1,0.5,-1.3,-3.3,7.7,2.1,101.7,-0.1,-0.9
CCSc1nnc(NC(=O)CC(C)C)s1,5.6,12.0,-6.1,3.4,4.0,-4.1,102.9,-2.4,0.2
O=C(Cc1csc(NC(=O)Nc2cccc(Cl)c2)n1)NCc1ccccn1,-0.2,17.1,2.0,-0.3,-10.8,-2.8,104.9,-7.5,2.6
O=C(CSc1ccc(Br)cc1)NCC(c1cccs1)N1CCOCC1 (configuration not stated),-5.5,-34.0,2.2,5.0,3.7,-3.0,92.5,-1.0,0.1
Cc1cc(O)ccc1NC(=S)NC(=O)c1cncc(Br)c1,1.4,11.5,2.0,-2.5,-4.5,5.2,115.0,-1.3,6.3
O=C1CNC(=S)N1CCc1ccc(Cl)cc1,3.3,2.2,1.3,-1.9,-1.3,-3.3,96.7,-2.3,-0.4
N#C/C(=C\c1ccc(O)c([N+](=O)[O-])c1)C(=O)NCc1ccccc1,-1.9,16.0,-0.4,9.6,1.7,3.6,99.1,1.4,0.5
Cc1ccc(NC(=O)C2CCCN2C(=O)c2cccs2)cc1C (configuration not stated),x,-2.5,-0.9,x,8.4,x,108.6,x,2.2
COc1ccccc1C(=O)OCC(=O)N1CCC(Cc2ccccc2)CC1,x,x,0.6,x,-14.0,x,98.4,x,0.4
CCC(C)(C)n1nnnc1C(c1ccccc1OC)N1CCSCC1 (configuration not stated),-2.5,0.2,-1.2,-0.7,13.2,-2.1,91.7,-1.4,0.5
O=Cc1ccc(N2CCCCC2)cc1,-6.1,-3.1,-4.4,0.6,-2.7,-0.8,98.3,-4.8,0.3
CC1CN(C(=S)Nc2ccccc2F)CC(C)O1 (configuration not stated),-1.7,3.8,-3.0,4.7,-12.2,5.0,104.4,-1.3,1.0
Cc1nn(Cc2ccccc2)c(C)c1NC(=O)CCC(=O)O,0.4,-5.9,1.3,0.2,13.2,-2.1,92.5,2.8,3.2
CC(=O)c1cccc(S(=O)(=O)N2CCCC(c3nc4c(nnn4Cc4ccc(C)cc4)c(=O)[nH]3)C2)c1 (configuration not stated),-0.7,13.8,7.6,6.2,7.1,16.5,100.1,-3.8,-0.4
CCC1Oc2ccccc2N(CC(=O)Nc2ccc3c(c2)OCCO3)C1=O (configuration not stated),0.6,3.9,-1.4,1.6,14.8,1.5,92.9,-0.7,3.8
C[C@@H]1CC[C@@]2(O[C@@H](CCO)C[C@H](O)[C@H]2O)O1,4.4,21.3,-2.2,-2.5,20.6,-4.1,94.5,0.0,-0.3
CC(C)CCN1CCN(Cc2cc(F)ccc2-n2cccn2)CC1CCO (configuration not stated),1.8,-22.8,-1.8,-1.7,7.0,-0.1,106.6,5.2,2.5
CCCN(Cc1cc2ccc(C)cc2[nH]c1=O)C(=O)c1ccccn1,4.8,2.2,-2.7,-4.4,-2.5,10.3,97.2,3.5,-0.4
CCOC(=O)N1CCN(CC(O)COC2CC(C)CCC2C(C)C)CC1 (configuration not stated),-1.2,2.2,-0.2,2.8,-3.4,-6.2,106.0,-2.2,1.0
COC(=O)C1=C(C)C(c2ccc(OC)cc2OC)NC(=O)N1 (configuration not stated),-6.3,2.5,-6.0,-2.0,4.1,-0.2,102.5,3.7,-0.8
CC1CCN(c2nc3ccc(C(=O)N4CCN(Cc5ccc6c(c5)OCO6)CC4)cc3s2)CC1,-3.2,1.6,10.6,-3.3,-10.0,10.9,108.3,-4.1,3.2
CC(=O)N1CCN(c2ccccc2NC(=S)NC(=O)c2cc3ccccc3o2)CC1,-15.6,0.9,7.0,2.6,-5.5,18.1,i,1.9,2.1
COC(CNC(=O)c1ccc2c(c1)ncn2C1CCCCCC1)OC,-1.8,0.5,-1.6,2.3,2.6,-1.5,102.3,7.6,1.7
Cc1ccc(Nc2cc(-n3nc(C)cc3C)ncn2)cc1,-18.1,6.5,4.1,-3.7,-1.5,4.9,91.1,-4.5,-6.2
O=C(OCCN1CCCCC1)c1ccccc1F,0.2,-16.7,-0.6,0.6,-2.4,-3.7,89.3,2.1,2.9
CCN1CCN(CC(O)COc2ccc(Cl)cc2)CC1 (configuration not stated),-1.5,-6.2,1.8,-3.9,9.6,-6.0,130.7,3.4,1.1
Cn1nc(CC(=O)Nc2ccc3c(c2)OCCO3)c2ccccc2c1=O,-11.4,9.8,4.6,-5.6,-3.7,1.0,117.8,-3.6,3.1
Cc1ccc(C(=O)OCC(=O)N(C)c2c(N)n(Cc3ccccc3)c(=O)[nH]c2=O)s1,9.9,0.4,-6.7,2.0,16.0,5.7,93.3,0.1,-1.3
O=c1c2cc(NC(=S)NC3CCCC3)ccc2nc2n1CCCCC2,-3.6,4.5,-2.7,-0.7,6.7,-3.5,97.1,3.6,-1.5
Cc1cc(C)c2c(N)c(C(=O)N/N=C/c3ccccc3)sc2n1,-10.9,0.9,5.0,0.7,5.0,-4.5,103.2,0.6,1.0
C[C@H](NC(=O)c1cc2cc(Cl)ccc2n1C)C(=O)N1CCC[C@H]1C(=O)O,1.7,-0.7,-0.5,-1.0,-7.1,-0.3,97.6,1.2,0.9
O=S(=O)(NCCCSc1ccccc1)c1ccccc1F,-3.6,14.7,-1.3,0.1,7.2,-0.4,133.5,-3.5,1.1
S=C1CSc2ccccc2N1,9.2,-0.6,-4.6,3.1,-4.9,-3.3,95.8,-0.5,-1.5
O=C(CN1C(=O)NC2(CCCCC2)C1=O)NCc1cccs1,6.1,-12.1,-1.8,-3.0,5.8,-2.5,85.5,-3.0,-2.4
Cc1ccc(Oc2ccc(NC(=O)CSc3n[nH]c(N)n3)cc2)cc1,6.9,7.2,0.7,6.7,2.0,-4.1,84.3,0.1,1.3
COc1ccc(-c2cc(C(=O)NCc3ccc(Cl)cc3)no2)cc1OC,-2.5,15.5,1.2,1.5,12.8,-0.2,86.4,0.8,2.6
